# Screening results (PubChem)
# beta cell repl: MIN6 beta-cell proliferation induction; proliferation, % at 10 µM; MIN6 cells proliferation, ATPlite luminescence, 48 h; cells starved in 0.2% serum; 100% = growth in 10% serum; AID 2380; 330,000 compounds, 0.29% hits;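 active = compounds whose signal lies at least 3.5 SD above the mean of all wells on their plate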;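 also: 0% = DMSO-treated cells in low-serum medium and 100% = 10% serum control; some compounds called inactive have numbers as strong as hits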
# MPTP block: permeability transition pore inhibition; 360,000 compounds, 1.4% hits; inhibition, % at 10 µM; isolated mouse mitochondria, Ca2+ swelling absorbance, 30 min;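 active = inhibition of 50% or more, scaled per plate between neutral and stimulator controls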;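 also: 0% = DMSO wells given calcium and 100% = 1 mM EGTA wells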
# hIAP inh: blocks human intestinal alkaline phosphatase; P09923; purified IAP, CDP-Star luminescence, 30 min; inhibition, % at 10 µM; 330,000 compounds, 0.12% hits; AID 2544;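 active = inhibition reaching a set limit with compound at 10 µM in the primary screen, cut at about 35% in these data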;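 also: plate controls were DMSO wells with enzyme for no effect and no-enzyme buffer wells for full effect; values of inactives mirror those of a sister screen read the other way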
# Target sequence (P09923 whole entry, looked up): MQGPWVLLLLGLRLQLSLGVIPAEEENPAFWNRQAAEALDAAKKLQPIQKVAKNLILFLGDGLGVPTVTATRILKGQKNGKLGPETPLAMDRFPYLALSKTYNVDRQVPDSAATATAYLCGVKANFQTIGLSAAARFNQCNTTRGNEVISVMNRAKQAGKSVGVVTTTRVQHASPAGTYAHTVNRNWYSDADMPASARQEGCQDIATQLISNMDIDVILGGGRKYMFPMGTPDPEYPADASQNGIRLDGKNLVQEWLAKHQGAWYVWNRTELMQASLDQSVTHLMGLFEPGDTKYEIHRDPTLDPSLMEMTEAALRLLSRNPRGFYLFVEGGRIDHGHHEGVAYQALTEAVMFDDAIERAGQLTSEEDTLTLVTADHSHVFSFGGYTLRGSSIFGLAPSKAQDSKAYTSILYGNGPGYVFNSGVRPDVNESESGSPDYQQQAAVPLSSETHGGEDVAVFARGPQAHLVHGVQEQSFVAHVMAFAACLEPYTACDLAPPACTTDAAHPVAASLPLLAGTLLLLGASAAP
# hIAP activ: human IAP activation | P09923 | purified human IAP, CDP-Star luminescence, 30 min; active compounds read high; 1 = vehicle-only enzyme, 0 = enzyme-free background | activation factor at 10 µM | 330,000 compounds, 0.16% hits | AID 2524;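 active = activation factor of the enzyme at least 2-fold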; also: the source names both 10 and 20 µM as test concentration; values of inactives mirror those of a sister screen read the other way
# mIAP activ: increases mouse intestinal alkaline phosphatase activity. muIAP, CDP-Star luminescence, 30 min; active compounds read high; 1 = vehicle-only enzyme signal, 0 = enzyme-free wells. activation factor at 10 µM. 330,000 compounds, 0.24% hits. AID 2805;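 active = activation factor of at least 2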; also: the source names both 10 and 20 µM as test concentration; values of inactives mirror those of a sister screen read the other way
#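 Assay system: mouse IAP enzyme / Compound: DMSO-dissolved test compounds / Timing: 30 min, room temperature / Measured by: luminescence from enzymatic CDP-Star hydrolysis / Control set: DMSO-only wells, enzyme-free buffer wells as negative control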
# APOBEC3G inh: inhibitors of human APOBEC3G DNA deaminase; Q9HC16; recombinant A3G, ssDNA deamination FAM/TAMRA fluorescence; 330,000 compounds, 0.28% hits; inhibition, % at 20 µM;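 active = inhibition of at least 40% at 20 µM, with no more than 30% in the related APOBEC3A deaminase screen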;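 also: plate controls were DMSO wells with A3G for no effect and wells lacking A3G enzyme for full effect; some compounds called inactive have numbers as strong as hits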
# Target sequence (Q9HC16 whole entry, looked up): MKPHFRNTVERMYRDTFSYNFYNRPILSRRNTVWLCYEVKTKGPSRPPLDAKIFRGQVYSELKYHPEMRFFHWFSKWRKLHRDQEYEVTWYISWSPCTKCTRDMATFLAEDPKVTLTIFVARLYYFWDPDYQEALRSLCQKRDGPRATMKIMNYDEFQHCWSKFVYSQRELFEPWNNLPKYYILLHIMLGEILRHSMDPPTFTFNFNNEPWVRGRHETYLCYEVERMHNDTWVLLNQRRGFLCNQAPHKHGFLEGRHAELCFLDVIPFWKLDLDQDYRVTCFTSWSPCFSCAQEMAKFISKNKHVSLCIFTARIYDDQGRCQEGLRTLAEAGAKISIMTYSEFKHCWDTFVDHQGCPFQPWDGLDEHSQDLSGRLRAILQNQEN
# GRIN3A LBD mod: NR3A (human) ligand-binding domain modulation; Tm shift relative to glycine control, % at 25 µM; NR3A LBD differential scanning fluorimetry, Tm shift; 0% = protein alone, 100% = glycine-bound protein; AID 1259313; 340,000 compounds, 2.5% hits;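 active = melting temperature shift of at least 10% of the positive control shift, at one fixed dose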
# APOBEC3A inh: inhibitors of human APOBEC3A DNA deaminase. P31941. recombinant A3A, FAM/TAMRA ssDNA deamination fluorescence. inhibition, % at 20 µM. 330,000 compounds, 0.41% hits. AID 493011;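 active = at least 40% inhibition at 20 µM here, with at most 30% in a related deaminase screen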;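 also: plate controls were A3A with DMSO for no effect and wells lacking A3A enzyme for full effect; some results filed as inactive read as strong as hits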
# Target sequence (P31941 whole entry, looked up): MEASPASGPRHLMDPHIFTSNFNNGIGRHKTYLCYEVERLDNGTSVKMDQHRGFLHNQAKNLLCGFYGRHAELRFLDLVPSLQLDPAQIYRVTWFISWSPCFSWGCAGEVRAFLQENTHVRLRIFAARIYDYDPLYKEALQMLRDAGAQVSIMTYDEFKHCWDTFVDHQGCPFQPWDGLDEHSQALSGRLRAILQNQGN
# mIAP block: blocks mouse intestinal alkaline phosphatase. inhibition, % at 10 µM. 330,000 compounds, 0.2% hits. purified mouse IAP, CDP-Star luminescence, 30 min;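 active = inhibition of at least 40% at 10 µM in the primary screen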;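 also: plate controls were DMSO with enzyme for no effect and no enzyme wells for full effect; values of inactives mirror those of a sister screen read the other way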
# * hit, by the source's call; & = joins results of further samples.
SMILES,beta cell repl,MPTP block,hIAP inh,hIAP activ,mIAP activ,APOBEC3G inh,GRIN3A LBD mod,APOBEC3A inh,mIAP block
CC(OC(=O)Cc1n[nH]c(=O)c2ccccc12)C(=O)Nc1ccc(S(N)(=O)=O)cc1 (stereo not given),6,-1.9,3,0.97,0.92,-13,1,-4,8
CCOC(=O)C1=NNC2(c3ccc(C)cc3)C(=O)N(c3ccc(Cl)cc3)C(=O)C12 (stereo not given),-4,-0.1,-8,1.1,1.1,-5,-3,3,-11
O=C(Cc1c(F)cccc1Cl)Nc1ccccc1C(=O)N1CCCCC1,1,-1.9,-4,1,1,-10,0,-1,-1
C[C@H]1CN=C(N(C)C)N1CCc1ccccc1,3,-0.6,12,0.88,1.1,-8,-1,-4,-12
COc1ccc(NC(=O)[C@@H]2CCCN2S(=O)(=O)c2cccc3cccnc23)cc1,0,0.8,2,0.98,0.92,-7,0,-2,8
O=C(COC(=O)Cc1cn2ccsc2n1)Nc1nc2ccccc2s1,0,-3.3,4,0.96,1,1,-4,5,-1
CCCc1cc(C(=O)NCCc2ccc(OC)c(OC)c2)no1,6,-0.8,-2,1,0.95,-4,-2,-3,5
COc1ccc(C[C@H]2c3cc(O)c(OC)cc3CC[N+]2(C)[O-])cc1O (stereo not given in full),-3,-1.1,-14,1.1,0.98,-10,1,1,2
Cc1cn(-c2cc(C(=O)Nc3ccc(C)c(NC(=O)C(=O)c4c[nH]c5ccccc45)c3)cc(C(F)(F)F)c2)cn1,-8,1.9&1.3,-9,1.1,1,-12,12*,-4,0
CC(=O)N(C)c1ccc(N=Nc2c(C)[nH]n(C(N)=S)c2=O)cc1,-3,0.6,9,0.91,0.8,-3,3,-1,20
COc1ccc(OCC(=O)Nc2ccc3c(c2)nc(CCNC(C)=O)n3C)cc1,0,1.6,20,0.8,1.1,-4,0,1,-7
CC(C)=C[C@H]1C[C@H](C)[C@H]2CC[C@H](C)c3c(O[C@@H]4OC[C@@H](O)[C@H](O)C4O)c(O)c(C)c1c32 (stereo not given in full),-6,1.7,-10,1.1,0.96,-6,29*,-4,4
COc1ccc(-n2c(=S)[nH]c3cc(C(=O)O)ccc3c2=O)cc1,3,0.4,6,0.94,0.99,-6,0,3,1
CC1CN(CC(=O)NCc2ccccc2)CC(C)O1 (stereo not given),-2,0.2,5,0.95,1,7,-2,-5,0
CN(C)C(CNC(=O)CSc1nnc(-c2ccco2)o1)c1ccccc1 (stereo not given),1,-0.4,-14,1.1,1.1,1,0,1,-9
CCOc1ccc(C(=O)C(C)OC(=O)c2cnc(C)cn2)cc1 (stereo not given),2,-1.7,-13,1.1,0.97,-5,2,-4,3
O=C(c1cc2nc(-c3ccco3)cc(C(F)(F)F)n2n1)N1CCCc2ccccc21,-3,-0.3,13,0.87,0.88,-4,-2,-2,12
COc1cccc(-c2ncc3ccccc3c2CO)c1,-3,-1.9,-6,1.1,1.1,-2,-2,2,-10
Cc1ccc(S(=O)(=O)N2CCC(=O)CC2)cc1,2,-1.1,9,0.91,1.1,12,2,5,-9
CC(NC(=O)Nc1ccc2c(c1)OCO2)C1CCCO1 (stereo not given),-1,4.7,10,0.9,1.1,-5,3,2,-6
CS(=O)(=O)Nc1ccc(C2=NN(C(=O)c3cccc(F)c3)C(c3cccs3)C2)cc1 (stereo not given),-1,1.0,25,0.75,0.98,-9,-4,-7,2
C(=N\Nc1cc(N2CCCCC2)ncn1)/c1ccco1,-3,0.0,10,0.9,0.95,-3,-1,-3,5
Cc1ncc(CSc2nc3ccccc3[nH]2)c(N)n1,-1,-2.8,-2,1,0.98,-6,-2,-4,2
CCN1CCN(CCCCOc2ccccc2F)CC1,-1,0.0,-21,1.2,1,2,1,3,-2
CCCCNC(=O)C1CCC(CNS(=O)(=O)c2c(C)cc(C)cc2C)CC1 (stereo not given),-4,-0.7,-2,1,1,-8,-1,-3,0

# Next structures follow:
SMILES,beta cell repl,MPTP block,hIAP inh,hIAP activ,mIAP activ,APOBEC3G inh,GRIN3A LBD mod,APOBEC3A inh,mIAP block
CCCn1nc(NC(=O)c2cccs2)c2cc3cc(C)ccc3nc21,-4,2.4,-14,1.1,1.2,-2,-10,29,-22
Cc1ccc(-c2nnc(CSc3nnc(COc4ccccc4)n3-c3ccccc3)o2)cc1,-3,5.1,-11,1.1,1.1,3,-1,1,-11
NC1=NC[C@H](Cc2ccc(O)cc2)N1CCC12CC3CC(CC(C3)C1)C2,-7,50*,0,0.99,1.2,-12,-2,-5,-20
CC(=O)N1NC(=Nc2ccccc2)SC1(C)C,-2,4.5,-3,1,1.1,-6,1,-4,-8
Cc1nc(NC(=O)COC(=O)c2cccs2)c(Cl)cc1Cl,-6,-0.6,-13,1.1,0.92,-2,3,3,8
CCOC(=O)C1=C(CC)Nc2ccccc2N=C1NC(=O)c1cc(C)on1,3,-0.5,-7,1.1,1,-6,3,2,-3
CN(CC(=O)N1CCN(c2ccccc2)CC1)S(=O)(=O)c1cccs1,0,-1.1,-6,1.1,0.93,-8,1,-6,7
Cc1noc(NS(=O)(=O)c2ccc(NC(=O)C(C)C)cc2)c1C,1,4.0,2,0.98,1.1,4,0,-1,-7
CCOC(=O)c1ccc(NC(=S)Nc2ccc(C)cc2)cc1,-3,8.7,-24,1.2,1.1,-3,-13,-5,-11
CC(C)c1ccc(NC(=O)CSc2nc(=O)n(CCN3CCOCC3)c3c2CCC3)cc1,-1,-3.1,-12,1.1,1,-5,0,-2,-1
COc1ccccc1C(=O)NC(=O)CSc1nnnn1C,-3,-0.7,11,0.89,0.99,-1,0,4,1
CC(O)C(NS(=O)(=O)c1ccc(Cl)cc1)C(=O)OCc1cc([N+](=O)[O-])cc2c1OCOC2 (stereo not given),-3,1.2,7,0.93,1,-6,4,-4,-5
COc1ccc(S(=O)(=O)N(C)CC(=O)NCCN2CCOCC2)cc1Cl,0,-0.4,-2,1,1,-11,0,0,-1
COc1ccc(C(=O)Nc2cccc(S(=O)(=O)NC3=NCCCCC3)c2)cc1,-5,-0.8,-2,1,1.1,-5,-1,-3,-8
O=C(N/N=C1\CCSC1)c1cc(Cl)ccc1O,2,-1.0,0,1,0.85,-8,-3,-6,15
C=CCN1C(=O)/C(=C\c2cccc(OC(=O)c3ccco3)c2)SC1=S,-2,4.8,12,0.88,0.85,-13,-2,-3,15
CN(C)c1ccc(NC(=O)c2sc(SCC(=O)Nc3nccs3)nc2N)cc1,-5,3.6,8,0.92,0.78,-1,-1,-3,22
O=C(O)c1c[nH]c2cc(C(F)(F)F)ccc2c1=O,-4,-0.6,0,1,0.92,-6,1,-1,8
COc1ccc2cc(CCNC(=O)c3ccco3)c(=O)[nH]c2c1,0,0.3,5,0.95,1,4,-1,-1,-4
COc1ccc(C(=O)NC2CCN(CC(=O)Nc3c(C)cccc3C)CC2)cc1OC,-3,1.1,3,0.97,0.93,-3,0,-2,7
CC(=O)c1cccc(N2C(=NC(=O)C3CC3)SC3CS(=O)(=O)CC32)c1 (stereo not given),7,-0.7,1,0.99,0.96,-3,-1,-1,4
O=c1c2ccccc2nc(SCc2cccc(F)c2)n1Cc1ccco1,-6,8.1,2,0.97,0.98,-8,-3,-3,2
O=S(=O)(/N=C(/Nc1cc(N2CCOCC2)ncn1)c1ccccc1)c1ccccc1,1,0.7,-9,1.1,1.1,-7,-2,-5,-5
COc1ccccc1N1CCN(C(=O)CCC(=O)Nc2nnc(CC(C)C)s2)CC1,-3,1.3,2,0.98,0.95,-7,0,-5,5
CCOC(=O)C1=C(C)Nc2ccccc2N=C1NC(=O)/C=C/c1ccc(OC)cc1OC,3,-0.2,8,0.92,0.96,-9,1,3,4

# Next entries.
SMILES,beta cell repl,MPTP block,hIAP inh,hIAP activ,mIAP activ,APOBEC3G inh,GRIN3A LBD mod,APOBEC3A inh,mIAP block
CC(C)Sc1nc2ccccc2n1CC(=O)NCc1ccc2c(c1)OCO2,0,-1.3,-1,1,1,1,0,5,-3
Cc1nn(-c2ccc(Cl)cc2)c(N)c1C(O)(CSc1nccn1C)C(F)(F)F (stereo not given),-2,6.8,5,0.95,0.82,-7,-4,-3,18
CC(=O)N1CCC(=NNC(=O)CSc2cc(C)c(Br)cc2C)CC1,0,-0.9,-10,1.1,1,-3,-8,0,-2
CCOC(=O)Cn1nc(C)n(-c2ccc(C)cc2)c1=O,-4,1.5,13,0.87,0.92,-4,-2,0,8
Cc1ccc(S(=O)(=O)N(C)c2ccc(C(=O)Nc3ccccn3)cc2)cc1,1,-1.1,-2,1,0.94,-5,2,2,6
CCCCn1c(N)c(N(CC)C(=O)Cc2ccc(S(=O)(=O)N3CCOCC3)s2)c(=O)[nH]c1=O,3,1.3,12,0.88,1.1,-9,-1,-4,-6
Cc1cc(F)ccc1S(=O)(=O)N1CCCOC1CNC(=O)C(=O)NC1CC1 (stereo not given),-4,0.5,-20,1.2,1,-10,-1,3,-1
O=C(N/N=C/c1ccccc1C(=O)O)c1ccc(COc2cccc3cccnc23)cc1,2,-4.8,8,0.92,0.98,-10,0,3,2
Cc1cccc2cc(CN(CCN3CCCC3)C(=O)NC3CCCCC3)c(=O)[nH]c12,0,-0.9,-4,1,0.99,-7,-1,-2,1
O=C(O)c1cn(-c2ccc(F)cc2)c(=O)c2ccccc12,1,-0.1,10,0.9,0.97,-6,2,-5,3
CCOC(=O)c1[nH]c2cc(OC)c(OC)cc2c1NC(=O)C(C)N1CCN(Cc2ccccc2)CC1 (stereo not given),-2,3.0,-4,1,1.1,-4,0,0,-9
COc1ccc(NC(=O)CS(=O)CC(=O)Nc2ccc(NC(C)=O)cc2)cc1 (stereo not given),-1,-2.9,3,0.97,1.1,-7,0,-3,-11
CCC(C)Nc1nc2c(c(=O)n(C)c(=O)n2C)n1Cc1cccc(C)c1 (stereo not given),-5,-0.5,-20,1.2,1,-3,0,-4,-5
Cc1cc(OCC(=O)OCC(=O)NC2CCCCCC2)ccc1Cl,5,-1.2,4,0.96,1,-7,5,-5,-2
Cc1ccccc1CNS(=O)(=O)c1csc(C(N)=O)c1,-3,-2.8,13,0.87,0.99,-1,2,-2,1
O=C(NCC1CCCCC1)C1CCC(=O)N(CCc2cccc(F)c2)C1 (stereo not given),-2,-0.2,15,0.85,0.96,-6,-1,-3,4
COc1ccccc1C(=O)Nc1nc2ccc(S(C)(=O)=O)cc2s1,0,-1.1,5,0.95,0.99,-6,6,-2,1

# 6 of these compounds in a different format:
# Order of results: beta cell repl | MPTP block | hIAP inh | hIAP activ | mIAP activ | APOBEC3G inh | GRIN3A LBD mod | APOBEC3A inh | mIAP block
> O=C(O)c1cn(-c2ccc(F)cc2)c(=O)c2ccccc12
  1 | -0.1 | 10 | 0.9 | 0.97 | -6 | 2 | -5 | 3
> COc1ccccc1C(=O)Nc1nc2ccc(S(C)(=O)=O)cc2s1
  0 | -1.1 | 5 | 0.95 | 0.99 | -6 | 6 | -2 | 1
> CC(=O)N1CCC(=NNC(=O)CSc2cc(C)c(Br)cc2C)CC1
  0 | -0.9 | -10 | 1.1 | 1 | -3 | -8 | 0 | -2
> CCOC(=O)c1[nH]c2cc(OC)c(OC)cc2c1NC(=O)C(C)N1CCN(Cc2ccccc2)CC1 (stereo not given)
  -2 | 3.0 | -4 | 1 | 1.1 | -4 | 0 | 0 | -9
> CCOC(=O)Cn1nc(C)n(-c2ccc(C)cc2)c1=O
  -4 | 1.5 | 13 | 0.87 | 0.92 | -4 | -2 | 0 | 8
> CCC(C)Nc1nc2c(c(=O)n(C)c(=O)n2C)n1Cc1cccc(C)c1 (stereo not given)
  -5 | -0.5 | -20 | 1.2 | 1 | -3 | 0 | -4 | -5
